Bioassay records from PubChem.
ALOX12 inh – Primary qHTS assay for inhibitors of human arachidonate 12S-lipoxygenase (ALOX12): Round 2. Polyunsaturated fatty acid lipoxygenase ALOX12 (Homo sapiens), P18054. 580,000 tested, 1.1% active. Potency, µM (doses to about 108 µM), inactives show at the highest dose activity change, negative = inhibition, usual class: inhibitors. purified 12hLO, xylenol orange hydroperoxide absorbance. AID 1671190, 2021; further: potency means the concentration at half of the fitted maximal effect
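Purified human 12hLO at 150 nM in 25 mM Hepes, 0.01% Triton X-100, pH 7.0, preincubated 15 min at room temperature with compound. Reaction started with 40 uM arachidonic acid, 30 min at room temperature. Hydroperoxide measured by Fe-xylenol orange, 573/405 nm absorbance ratio.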
PI4K2A block – qHTS for small molecular inhibitors of PI4K2A; Phosphatidylinositol 4-kinase type 2-alpha (Homo sapiens), Q9BTU6; purified PI4K2A, ADP-Glo luminescence, 1 h; active compounds read low; activity change, negative = inhibition, % at 76.9 µM; 420,000 tested, 0.13% active; AID 1346378, 2018; in the data active means activity change below about -50%; inconclusive means mostly about -30% to -49%;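 further: -100% = wells without enzyme as full effect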
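ADP-Glo luminescence measured ADP generated by PI4K2A enzyme (4 ug/mL before mixing) with 1.2 mM PI substrate (pre-mix) and 300 microM ATP (pre-mix). Tris pH7.5 buffer with MgCl2, Triton X-100; 1 h reaction at ambient temperature.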
GLS inh – qHTS for Inhibitors of Glutaminase (GLS); Glutaminase kidney isoform, mitochondrial (Homo sapiens), O94925; GLS enzymatic activity, qHTS titration; Potency, µM (titrated, usually from 45.5 µM), for the others: at the top dose activity change, negative = inhibition, most hits filed as inhibitors; 410,000 tested, 0.21% active; further: potency means the concentration at half of the fitted maximal effect
Target sequence (O94925 whole entry, looked up, canonical isoform): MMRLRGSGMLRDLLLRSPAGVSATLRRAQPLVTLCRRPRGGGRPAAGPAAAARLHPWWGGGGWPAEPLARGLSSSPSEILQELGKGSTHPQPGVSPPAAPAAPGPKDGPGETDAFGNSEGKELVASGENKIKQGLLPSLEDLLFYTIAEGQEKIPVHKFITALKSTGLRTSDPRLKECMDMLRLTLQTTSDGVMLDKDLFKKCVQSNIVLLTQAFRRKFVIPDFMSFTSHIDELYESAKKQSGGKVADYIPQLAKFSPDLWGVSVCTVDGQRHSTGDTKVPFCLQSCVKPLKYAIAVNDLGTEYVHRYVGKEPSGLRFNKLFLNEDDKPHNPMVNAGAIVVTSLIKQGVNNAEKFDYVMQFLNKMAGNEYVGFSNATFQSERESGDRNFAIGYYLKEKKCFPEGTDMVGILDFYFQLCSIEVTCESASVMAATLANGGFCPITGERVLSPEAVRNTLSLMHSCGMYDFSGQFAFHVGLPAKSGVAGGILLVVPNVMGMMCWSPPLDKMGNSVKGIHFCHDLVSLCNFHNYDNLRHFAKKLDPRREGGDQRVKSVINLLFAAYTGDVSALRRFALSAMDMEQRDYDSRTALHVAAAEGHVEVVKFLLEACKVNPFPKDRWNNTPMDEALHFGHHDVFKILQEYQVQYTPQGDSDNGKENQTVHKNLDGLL
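hKGA in 45 mM KH2PO4 pH 8.2, 0.02% Tween-20 with pin-transferred compounds; 1 mM L-glutamine (stock) plus glutamate oxidase/HRP/Amplex Red coupling added. Fluorescence read initially and after 30 min at RT.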
The depositor's hits bear a star; ? = inconclusive; [ ] = another dose, or the depositor's remark. Unless noted, the call rests on the fitted dose curve; in most records, active means well fitted inhibition curve with a large enough effect; inconclusive means small, poorly fitted or top-dose-only effect, or another doubt; inactive means no such curve, though single readings can be large or run the other way. Unless noted, on the % scale 0 is the no-effect control and ±100 the full control effect. An excerpt. The share of hits here may be higher or lower than overall.

#1 OCCCNc1ncnc2c1ncn2[C@H]1CN(Cc2ccc3c(c2)OCO3)C[C@@H](CO)O1
#2 NS(=O)(=O)c1ccc(NCc2cnc3ccccc3n2)cc1
#3 CC1C(=O)N(Cc2cn(CC3CCCCC3)nn2)CCS(=O)(=O)N1Cc1ccc(-c2cccc(CO)c2)cc1 (centres undefined)
#4 CCc1nc2ccc(C(=O)N(C)CCCN(C)C)cn2c1N(C)C(=O)C1CCCCC1
#5 O=C(CC[C@H]1O[C@@H](n2ccc(=O)[nH]c2=O)[C@H](O)[C@@H]1O)N[C@H](Cc1ccccc1)C(=O)NCc1ccco1
#6 CC1CCCC(NC(=O)COC(=O)C2=COCCO2)C1C (centres undefined)
#7 COc1cccc(C(C)(O)c2nc(-c3csc4ccccc34)cs2)c1 (centres undefined)
#8 CS(=O)(=O)/C(C#N)=C/c1cccn1S(=O)(=O)c1cccc2ccccc12
Screen / compound no. | 1 | 2 | 3 | 4 | 5 | 6 | 7 | 8
ALOX12 inh | 3.6% | -17.8% | ? | -1.8% | -6.4% | 0.8% | -41.6% | -28.8%
PI4K2A block | 5.4 | -1.9 | -1.1 | 2.4 | -0.8 | -7.5 | -1.5 | 2.9
GLS inh | 0.7% | -7.3% | -2.0% | -8.6% | 2.2% | 0.0% | -1.4% | 4.9%

#9 COc1cccc(-c2cc3nc(-c4ccccc4)cc(N4CCN(C(=O)c5ccoc5)CC4)n3n2)c1
#10 O=C(NCc1ccncc1)Nc1ccc(Cc2ccc(NC(=O)NCc3ccncc3)cc2)cc1
#11 Cc1ccc(S(=O)(=O)NCN2C(=O)c3ccccc3C2=O)cc1
#12 O=C(Nc1ccc2c(c1)OCCO2)C(c1cc2ccccc2o1)N1CCN(c2ccc(F)cc2)CC1 (centres undefined)
#13 O=S1(=O)CC(N2CCN(c3ncccn3)CC2)CN1Cc1ccc(F)cc1 (centres undefined)
#14 Clc1cccc(Cc2c(-c3ccccc3)nc3ccc(Br)cn23)c1
#15 CC1=C(C(=O)N(C)C)CC(CC(=O)NCc2cccc3ccccc23)C(=O)N1Cc1ccc(C(C)(C)C)cc1 (centres undefined)
#16 C[C@H](CO)N1C[C@H](C)[C@@H](CN(C)C(=O)CC2CC2)Oc2cc(Br)ccc2S1(=O)=O
Screen / compound no. | 9 | 10 | 11 | 12 | 13 | 14 | 15 | 16
ALOX12 inh | -13.1% | 14.9% | 2.7% | -64.9% | ? | ? | ? | 14.4%
PI4K2A block | -2.5 | 2.5 | -2.1 | 2.0 | 3.4 | -0.7 | 2.4 | 1.4
GLS inh | 10.1% | -1.5% | -2.5% | 7.1% | 5.9% | -14.5% | 0.3% | -5.4%

#17 CC1(Cc2ccc(OC(F)(F)F)cc2)C(=O)Nc2ccc(S(=O)(=O)NC3CCCCC3)cc21 (centres undefined)
#18 C=CCNc1n[nH]c(=S)s1
#19 COCC(=O)N(C)C[C@H]1Oc2ncc(C#C[C@H](C)O)cc2C(=O)N([C@@H](C)CO)C[C@H]1C
#20 O=C1c2cccc3cccc(c23)C(=O)N1Cc1ccccn1
#21 COc1cc(CN2CCC(C(=O)NC(c3ccc(F)cc3)c3ccc4ccccc4n3)CC2)cc(OC)c1 (centres undefined)
#22 O=C(O)C(=Cc1cccc([N+](=O)[O-])c1)c1ccccc1
#23 O=C(NC1CC1)c1ccc2nc([C@@H]3O[C@H](CO)[C@H](O)[C@H](O)[C@H]3O)[nH]c2c1
#24 COc1cccc(NC(=O)c2cccc(NC(=O)c3ccco3)c2)c1
Screen / compound no. | 17 | 18 | 19 | 20 | 21 | 22 | 23 | 24
ALOX12 inh | ? | ? | -59.5% | -3.2% | -27.8% | 0.8% | -2.2% | -10.2%
PI4K2A block | 0.0 | -1.1 | 11.0 | 1.5 | 0.6 | 8.3 | 2.1 | -2.1
GLS inh | 0.4% | -20.9% | -0.5% | -18.9% | -4.4% | -0.7% | ? | -8.4%

#25 COc1ccc(NS(=O)(=O)c2cccc(C(=O)N3CCN(C/C=C/c4ccccc4)CC3)c2)cc1
#26 COCCNC(=O)C1(C)CCCN(Cc2cc(-c3ccccc3)nn2C)C1 (centres undefined)
#27 Cc1ccccc1-c1cc2nc(NCc3ccncc3)n(C)c(=O)c2s1
#28 O=C(NCc1ccccc1)c1cc(C2CCCCN2C(=O)OCCF)on1 (centres undefined)
#29 Cc1ccccc1-c1nc(NC(C)C)nc2cc(-c3ccccc3)sc12
#30 COc1ccc2oc(C(=O)OCC(=O)NC3CCS(=O)(=O)C3)c(C)c2c1 (centres undefined)
#31 O=C(NCc1ccncc1)C(=O)NCC1OCCN1S(=O)(=O)c1ccccc1 (centres undefined)
#32 COCCN(CCOC)Cc1cc(=O)oc2ccccc12
Screen / compound no. | 25 | 26 | 27 | 28 | 29 | 30 | 31 | 32
ALOX12 inh | -11.2% | -5.3% | 4.3% | -16.9% | ? | ? | 6.0% | 17.8µM*
PI4K2A block | -1.3 | -6.5 | 3.7 | -4.4 | 3.4 | -5.8 | -4.4 | -0.8
GLS inh | 19.9% | 0.1% | -6.0% | -1.3% | -10.1% | -3.8% | 0.4% | -3.9%

#33 CCOC(=O)C1(C)CCCCN1C(=O)c1ccc(F)c(C)c1 (centres undefined)
#34 CC(Sc1ccc(S(=O)(=O)N2CCN(C)CC2)cn1)C(=O)NC1CCCC(C)C1C (centres undefined)
#35 O=C(Nc1cccc(C(F)(F)F)c1)c1ccc2sc([C@@H]3O[C@H](CO)[C@H](O)[C@H](O)[C@H]3O)nc2c1
#36 O=C(Nc1ccccc1)c1cc(C2CCCCN2C(=O)c2ccccc2)on1 (centres undefined)
#37 Cc1ccc(N2CCN(C(=O)c3[nH]c(C(F)(F)F)nc3-c3ccccc3)CC2)cc1
#38 COc1ccc2cc(C#CC3=CC(=O)C[C@H](c4ccc(F)cc4)C3)ccc2c1
#39 Cc1noc(C)c1NC(=O)N(C)C[C@@H]1OCc2cn(nn2)CCCC(=O)N([C@H](C)CO)C[C@H]1C
#40 CC(=O)NCCNC(=O)C1(C)Cc2c(-c3cccc(C(F)(F)F)c3)ccnc2O1 (centres undefined)
Screen / compound no. | 33 | 34 | 35 | 36 | 37 | 38 | 39 | 40
ALOX12 inh | -19.3% | 2.4% | 5.2% | ? | 5.3% | ? | 64.3%[activator] | -21.2%
PI4K2A block | -1.4 | -5.8 | -9.4 | -3.0 | 2.8 | 7.1 | -1.9 | 1.8
GLS inh | 1.3% | 2.9% | 18.1% | -3.7% | 55.2%[activator] | -4.0% | 1.1% | 2.4%

#41 CC1(C(=O)NS(=O)(=O)Cc2ccccc2)CCN1C(=O)C1(c2ccc(Cl)cc2)CCC1 (centres undefined)
#42 O=C(NCc1cccnc1)c1cc(C2CCCCN2C(=O)OCc2ccccc2)on1 (centres undefined)
#43 Cc1nn(CC(C)C)c(Cl)c1C(=O)NCC(C)(C)N1CCOCC1
#44 CCc1nc2c(OCc3ccc(S(C)(=O)=O)cc3)cccn2c1N(C)C(=O)c1ccccc1F
#45 CCOC(=O)C1=CCN(S(=O)(=O)c2ccccc2F)C1c1ccc(F)cc1 (centres undefined)
#46 O=C(NC(c1ccc(F)cc1)c1ccc2ccccc2n1)C1CCN(Cc2cccc(C(F)(F)F)c2)CC1 (centres undefined)
#47 N#Cc1cccc(-c2csc(C(O)(c3ccccc3)C(F)(F)F)n2)c1 (centres undefined)
#48 COc1ccc(OC)c(NC(=O)C2(C)CCN2Cc2cccc(OC)c2F)c1 (centres undefined)
Screen / compound no. | 41 | 42 | 43 | 44 | 45 | 46 | 47 | 48
ALOX12 inh | 0.2% | 20.9% | 1.3% | 1.6% | 7.1% | -7.6% | ? | -5.1%
PI4K2A block | -6.9 | 1.9 | -5.9 | -2.7 | -0.6 | -1.6 | -2.3 | 2.2
GLS inh | 23.3% | 0.5% | 5.3% | 1.6% | -3.3% | -3.3% | 0.3% | 5.2%

#49 CCc1nc2ccc(C(=O)Nc3ccc(OC)c(OC)c3)cn2c1N(C)C(=O)Cc1ccccc1
#50 Cn1c(=O)c2c(-c3ccccc3)n(-c3cc([N+](=O)[O-])ccc3N)cc2n(C)c1=O
#51 Cc1ccc(C(O)c2ncc(-c3ccccc3Cl)[nH]2)cc1 (centres undefined)
#52 Clc1ccc(-c2nc3c4ccccc4ccn3c2CC2CCCCC2)cc1
#53 Cn1c(=O)c(=O)n(C)c2cc(S(=O)(=O)CCC(=O)Nc3ccccc3C(F)(F)F)ccc21
#54 COc1cccc(OC)c1OCCN1CCC(C(=O)NC(c2ccc3c(c2)OCO3)c2ccccn2)CC1 (centres undefined)
#55 O=C1c2ccccc2C(c2nnnn2-c2ccc3c(c2)OCCO3)N1CCOc1ccccc1 (centres undefined)
#56 OC(c1ccc(F)c(F)c1)c1nc(-c2cncnc2)cs1 (centres undefined)
Screen / compound no. | 49 | 50 | 51 | 52 | 53 | 54 | 55 | 56
ALOX12 inh | 2.6% | ? | 3.9% | -1.1% | -12.9% | -0.7% | -21.9% | -1.3%
PI4K2A block | 3.0 | -2.2 | -5.9 | -3.9 | 0.9 | 2.6 | -0.6 | -3.7
GLS inh | -0.9% | -4.7% | 5.8% | 2.9% | -8.7% | 11.1% | -7.9% | 4.7%

Continued; it opens with the 4 that closed the last part.
#53 Cn1c(=O)c(=O)n(C)c2cc(S(=O)(=O)CCC(=O)Nc3ccccc3C(F)(F)F)ccc21
#54 COc1cccc(OC)c1OCCN1CCC(C(=O)NC(c2ccc3c(c2)OCO3)c2ccccn2)CC1 (centres undefined)
#55 O=C1c2ccccc2C(c2nnnn2-c2ccc3c(c2)OCCO3)N1CCOc1ccccc1 (centres undefined)
#56 OC(c1ccc(F)c(F)c1)c1nc(-c2cncnc2)cs1 (centres undefined)
#57 CC(C)(C)c1ccc(C(O)c2ncc(-c3ccccc3Cl)[nH]2)cc1 (centres undefined)
#58 CC(=O)Nc1ccc(C(=O)N2CCCCC2c2cc(C(=O)N3CCOCC3)no2)cc1 (centres undefined)
#59 COc1ccc(CNC(=O)C2CCN(S(=O)(=O)c3ccc(N4CCCC4=O)cc3)CC2)cc1
#60 Cc1ccc([C@@H]2C[C@H]3[C@@H](CN2S(=O)(=O)c2ccc(Cl)cc2)C(=O)C[C@@H](c2cccc4ccccc24)N3S(=O)(=O)c2ccc(C)cc2)cc1
#61 Cc1cccc(S(=O)(=O)NC(=O)C2(C)CCN2C(=O)c2ccccc2CCc2ccccc2)c1 (centres undefined)
#62 O=C(N/N=C/c1ccc(N2CCOCC2)s1)c1ccc(O)cc1
#63 COC(=O)C1(C)NC(c2cccc(C)c2)C2C(=O)N(c3ccccc3)C(=O)C21 (centres undefined)
#64 CCN(CC)C(=O)C1=C(C)N(Cc2ccc(C(C)(C)C)cc2)C(=O)C(CC(=O)NCCCCc2ccccc2)C1 (centres undefined)
Screen / compound no. | 53 | 54 | 55 | 56 | 57 | 58 | 59 | 60 | 61 | 62 | 63 | 64
ALOX12 inh | -12.9% | -0.7% | -21.9% | -1.3% | -31.8% | -1.8% | 11.7% | -1.8% | -6.8% | ? | ? | ?
PI4K2A block | 0.9 | 2.6 | -0.6 | -3.7 | -0.1 | -4.1 | 8.3 | -4.2 | -6.8 | -7.2 | 4.9 | 0.9
GLS inh | -8.7% | 11.1% | -7.9% | 4.7% | -15.1% | 6.8% | -9.6% | 18.1% | 10.7% | 62.6%[activator] | 0.8% | -0.1%

#65 Fc1ccc(-c2nc3ccc(Br)cn3c2Cc2cccc(Cl)c2)cc1
#66 COc1ccc(C(=O)NCCCC2CCCC2)cc1OC1CCN(C(C)C)CC1
#67 CN(C(=O)COC(=O)c1cc([N+](=O)[O-])ccc1N1CCOCC1)C1CCCCC1
#68 COc1cc(C(O)c2nc(-c3ccc(F)c(Cl)c3)cs2)ccc1F (centres undefined)
#69 CC(=O)Nc1cc(-c2ccc(N(C)C)cc2)cn2c(-c3ccc(F)cc3)cnc12
#70 CC(C)(C)n1nnnc1C(c1ccccc1)N1CCCN(Cc2ccc(F)cc2)CC1 (centres undefined)
Screen / compound no. | 65 | 66 | 67 | 68 | 69 | 70
ALOX12 inh | ? | 3.4% | ? | -3.0% | -7.0% | 19.8%
PI4K2A block | -1.5 | 5.0 | -7.7 | -1.5 | -6.2 | -0.1
GLS inh | -0.9% | 0.4% | -3.3% | -6.4% | 6.4% | 18.9%
